Compound activity: PubChem BioAssay, The Scripps Research Institute Molecular Screening Center
ADAM17 inh – ADAM17 inhibitors, primary screen, biochemical, QFRET | inhibition, % at 6.95 µM | actives 0.83% (n = 370,000) | Disintegrin and metalloproteinase domain-containing protein 17 (Homo sapiens), P78536 | recombinant ADAM17, EDANS/DABCYL FRET peptide cleavage;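 active = inhibition above the mean of compounds lying between control limits plus 3 SD, set per campaign, cut at about 8.5% in these data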;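 also: 0% = DMSO-only wells as the low control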
ARFGAP1 inh – inhibitors of rat ARFGAP1 GAP activity, primary screen, biochemical, fluorescence polarization, GDP tracer | Arfgap1-stimulated ARF1 GTP hydrolysis, GDP FP detection | inhibition, % at 16.5 µM | AID 651572, 2012 | ADP-ribosylation factor GTPase-activating protein 1 (Rattus norvegicus), Q62848 | actives 0.26% (n = 360,000);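 active = inhibition above a per-plate limit, mean inhibition of low control wells plus 3 SD, cut at about 25% in these data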;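 also: 0% = DMSO wells with enzyme and 100% = wells lacking Arfgap1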
Target sequence (Q62848 1-136 limits assumed): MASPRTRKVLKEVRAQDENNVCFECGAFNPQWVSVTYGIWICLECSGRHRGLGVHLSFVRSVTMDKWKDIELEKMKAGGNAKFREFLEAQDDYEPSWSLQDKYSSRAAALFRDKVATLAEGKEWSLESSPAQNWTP
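Material – truncated rat Arfgap1 GAP domain · Buffer or medium – HEPES-based buffer, pH 7.5 · Reagent – human ARF1(Δ1-17)-GTP substrate · Dosing – 16.5 µM single point, 1.26% DMSO · Schedule – GTP hydrolysis reaction 2 h at 25 °C · Technique – GDP detection by fluorescence polarization · Benchmarks – No-Arfgap1 wells (100%) versus DMSO full-reaction wells (0%) · Repeats – single replicate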
PLC-gamma1 inh – PLC-gamma1 enzyme inhibitors, primary screen, biochemical, fluorescence, purified enzyme; fluorogenic substrate; inhibition, % at 12.2 µM; 1-phosphatidylinositol 4,5-bisphosphate phosphodiesterase gamma-1 (Homo sapiens), P19174; AID 720700, 2013; actives 0.84% (n = 370,000); in the data active = inhibition above about 9.5%
Tn7 DDE FP – inhibitors of Tn7 peptide binding to fibrin DD(E), primary screen, biochemical, fluorescence polarization, human fibrin, Tn7 probe | Fibrinogen beta chain (Homo sapiens), P02675 | FP displacement of FITC-Tn7 peptide from fibrin DD(E); 0% = median of compound wells per plate | inhibition, % at 8.3 µM | actives 0.13% (n = 370,000);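 active = inhibition above the mean of compounds falling within the control limits plus 3 SD of them, cut at about 14% in these data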;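 also: 0% = plate median of compound wells and 100% = 10 µM Aha-Tn7 peptide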
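Test system: human clot-derived fibrin DD(E) complex / Quantity: 2 µM final DD(E) protein / Incubation: 10 min plus 3 h, room temperature / Measured by: fluorescence polarization / Benchmarks: high control of 10 µM Aha-Tn7 peptide / Replicates: singlicate testing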
MBD2 DNA inh – inhibitors of MBD2 binding to methylated DNA, primary screen, biochemical, TR-FRET, DNA-binding domain, human. actives 0.31% (n = 370,000). inhibition, % at 4.4 µM. AID 686964, 2013. Methyl-CpG-binding domain protein 2 (Homo sapiens), Q9UBB5. MBD2 binding to methylated oligonucleotide; in the data active = inhibition above about 13%
Target sequence (Q9UBB5 whole entry, looked up, the tested form may be a part): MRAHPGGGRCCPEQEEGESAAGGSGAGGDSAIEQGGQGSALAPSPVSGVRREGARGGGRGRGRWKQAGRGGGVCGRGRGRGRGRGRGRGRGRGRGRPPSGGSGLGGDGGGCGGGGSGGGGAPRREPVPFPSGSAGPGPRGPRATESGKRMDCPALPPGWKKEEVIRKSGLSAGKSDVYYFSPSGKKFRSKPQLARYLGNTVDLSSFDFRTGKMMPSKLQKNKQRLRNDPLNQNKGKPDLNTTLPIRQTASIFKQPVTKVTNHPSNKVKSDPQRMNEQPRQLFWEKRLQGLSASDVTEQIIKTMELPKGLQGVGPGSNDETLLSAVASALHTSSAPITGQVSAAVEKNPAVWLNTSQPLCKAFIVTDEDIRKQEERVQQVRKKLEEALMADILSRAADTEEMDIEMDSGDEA
UHRF1 MBD2 ctr – UHRF1 methylated DNA binding inhibitors, primary screen, counter-screen for MBD2 inhibitor project, biochemical, TR-FRET, human UHRF1, single concentration. actives 0.75% (n = 370,000). inhibition, % at 4.4 µM. UHRF1 binding to methylated oligo. E3 ubiquitin-protein ligase UHRF1 (Homo sapiens), Q96T88. AID 687016, 2013; in the data active = inhibition above about 21%;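 also: UHRF1 SRA domain binding a hemimethylated CpG hairpin DNA probe; 0% = median of test compound wells and 100% = reference inhibitor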
proKLK7 act – proKLK7 zymogen activators, primary screen, biochemical, fluorescence intensity; Kallikrein-7 (Homo sapiens), P49862; purified proKLK7, EDANS-DABCYL substrate fluorescence; 100% is mature enzyme control, 0% vehicle; activation, % at 7 µM; actives 0.9% (n = 370,000);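 active = activation above the mean of all tested compounds plus 3 SD, computed per campaign excluding outliers beyond control limits, cut at about 13% in these data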
Target sequence (P49862 whole entry, looked up): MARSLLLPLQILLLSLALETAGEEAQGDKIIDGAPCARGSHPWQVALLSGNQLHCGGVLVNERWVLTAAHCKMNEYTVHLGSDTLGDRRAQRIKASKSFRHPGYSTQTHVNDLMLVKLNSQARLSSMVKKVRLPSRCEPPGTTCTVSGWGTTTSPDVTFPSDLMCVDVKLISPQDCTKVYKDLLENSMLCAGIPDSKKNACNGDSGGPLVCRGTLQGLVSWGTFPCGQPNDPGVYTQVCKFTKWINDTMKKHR
PLCb3 inh – human PLC-beta3 inhibitors, primary screen, biochemical, fluorescence; inhibition, % at 12.2 µM; 1-phosphatidylinositol 4,5-bisphosphate phosphodiesterase beta-3 (Homo sapiens), Q01970; actives 0.18% (n = 370,000); Purified PLC-beta3, fluorogenic substrate; AID 720704, 2013; in the data active = inhibition above about 11%;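 also: 0% = median of compound wells on plate and 100% = full blocker control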
Tn6 DDE FP – inhibitors of Tn6 peptide binding to fibrin DD(E), primary screen, biochemical, fluorescence polarization, human fibrin, Tn6 probe. Fibrinogen beta chain (Homo sapiens), P02675. Fibrin DD(E) TRITC-Tn6 fluorescence polarization displacement. inhibition, % at 8.3 µM. actives 0.21% (n = 370,000). AID 720509, 2013;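 active = inhibition above a per-campaign cutoff: mean of compounds within control limits plus 3 SD, cut at about 15% in these data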;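 also: 0% = median of all compound wells on the plate and 100% = blocking peptide control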
ASAP1 inh – inhibitors of human ASAP1 ArfGAP activity, primary screen, biochemical, fluorescence polarization; AID 624377, 2012; inhibition, % at 16.5 µM; ASAP1-stimulated ARF1 GTP hydrolysis, GDP FP detection; actives 0.19% (n = 360,000); Arf-GAP with SH3 domain, ANK repeat and PH domain-containing protein 1 (Homo sapiens), …; in the data active = inhibition above about 25%;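 also: 0% = vehicle with enzyme and substrate and 100% = no enzyme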
* marks the source's active call; other numbers are inactive results; . = no result given.

Each structure is followed by: ADAM17 inh	ARFGAP1 inh	PLC-gamma1 inh	Tn7 DDE FP	MBD2 DNA inh	UHRF1 MBD2 ctr	proKLK7 act	PLCb3 inh	Tn6 DDE FP	ASAP1 inh
- COCCOc1cc(NC(=O)c2cccc(OC)c2)c(Cl)cc1Cl
  3	-1	4	-11	-1	2	0.1	0	11	2
- CCN1CCc2c(sc(NC(=O)c3ccc(S(=O)(=O)N4CCCC4)cc3)c2C(=O)NC)C1
  -2	2	-69	2	7	8	3.5	-103	4	4
- CC(C)NC(=O)C1C(c2ccc(C(F)(F)F)cc2)=Nc2ccccc2N1C(=O)c1ccccc1 (configuration not stated)
  7	4	-63	-8	-7	-2	-0.6	-76	0	12
- CN(Cc1ccccn1)C(=O)CC1C(=O)NCCN1Cc1cccc(Oc2ccccc2)c1 (configuration not stated)
  1	9	-3	-5	0	6	-0.3	-5	6	-2
- O=C(CSc1nnnn1Cc1ccccc1)Nc1ccc2c(c1)OCCO2
  -2	-2	0	-3	-2	-1	0.5	-3	-1	5
- CCC(CO)Oc1cc(NC(=O)c2ccc(C)cc2)c2ncn(C(C)C)c2c1 (configuration not stated)
  -5	-11	-5	7	4	3	0.4	-3	3	-7
- CC1CN(Cc2ccccc2)C(=S)N(c2ccccc2)C1=O (configuration not stated)
  -4	8	4	1	-1	0	0.1	2	-2	-2
- O=C(Nc1cccc2ccccc12)N(CCO)C1CCS(=O)(=O)C1 (configuration not stated)
  -100	-5	-113	4	-4	-1	-19	-159	6	-4
- O=c1c2ccccc2sc2ccc(Cl)cc12
  -12	-6	-2	4	-1	0	-1.9	-5	3	-9
- COc1ccc(C(=O)Cc2ccc(F)cc2)c(OC)c1
  4	13	-1	-2	6	4	0.3	1	-5	-2
- Nc1ncc(S(=O)(=O)c2ccc([N+](=O)[O-])cc2)s1
  -2	-11	2	6	5	0	-0.5	6	-2	-23
- CN(c1ccc(C(=O)N2CCOCC2)cc1[N+](=O)[O-])C1CCCCC1
  -2	-8	2	7	-4	-5	0.8	-1	4	0
- CC1(C)Nc2ccccc2C(=O)N1c1ccc(Br)cc1
  -33	2	-58	4	2	2	0.6	-79	-8	10
- Cc1nc2c(Cl)cccc2[nH]1
  -2	-1	-3	-3	-1	1	0.0	0	-10	5
- COc1ccc2c(-c3ccccc3)cc(SCC(=O)N(C)C3CCS(=O)(=O)C3)nc2c1 (configuration not stated)
  -29	1	-9	0	7	-2	-0.9	-13	-7	15
- FC(F)(F)c1ccc(C2[C@H]3CN(Cc4ccc(-c5ccccc5)cc4)[C@H](c4ccccc4)C34CC2(c2ccccc2)C4)cc1 (some centres not stated)
  1	-5	0	0	4	-3	0.1	3	7	2
- COc1cc(NC(=O)c2cc3c(=O)n(C)c4ccccc4c3n2C)cc(OC)c1OC
  0	-6	-2	4	0	0	-0.6	-4	-1	-10
- COc1ccc(C(=O)[C@H]2[C@H]3C(=O)N(c4ccccc4)C(=O)[C@H]3C3C=CC=NN32)cc1 (some centres not stated)
  -5	-5	-41	1	-2	-1	1.7	-55	-10	15
- O=C(Nc1ccc(C2SCCS2)cc1)c1ccccc1
  -1	10	1	-5	4	3	1.0	-12	-5	-1
- O=C1CCC[C@H]2C[C@H](NCc3ccc(Br)cc3)CC[C@]23CCCN13
  0	.	-2	-2	-1	1	.	1	-7	.
- COc1cccc(CNC(=O)C2CCCN(S(=O)(=O)c3c(C)noc3/C=C/N(C)C)C2)c1 (configuration not stated)
  8.9*	9	-8	-4	0	3	-1.1	-23	-5	1
- O=C1CCC(=O)N1OCCOc1ccc2c(c1)CCC2
  -4	-7	-1	1	3	-1	0.4	0	3	8
- CN(C)c1nc(N)nc(CSc2nnnn2-c2ccccc2)n1
  -1	-10	3	6	8	2	0.1	-3	2	-6
- Cc1ccc([N+](=O)[O-])cc1NC(=O)CSc1nncn1-c1ccccn1
  -1	-5	-2	7	-2	0	-0.8	4	8	3
- O=C(NC1CCCC1)c1ccc(Br)s1
  -3	-11	-1	3	0	-2	-0.1	3	14	-7
- O=C1c2ccccc2S(=O)(=O)c2cc(C(=O)N3CCC(C(=O)N4CCCCC4)CC3)ccc21
  0	-7	1	2	5	3	0.0	-1	-9	-6
- Cc1cccc(C)c1NC(=O)C1(N(Cc2ccco2)C(=O)CC2NC(=O)NC2=O)CCCCC1 (configuration not stated)
  -2	-4	3	-2	1	-4	0.3	1	2	3
- Cc1cccc(CS(=O)(=O)Cc2ccc(C(=O)NCc3ccccc3)o2)c1
  -2	2	-2	-2	-2	-2	0.1	-8	3	1
- CCOC(=O)C1CCCN(C(=O)c2ccc(Cn3c(=S)[nH]c4cc(C(=O)OC)ccc4c3=O)cc2)C1 (configuration not stated)
  -4	11	-4	5	-5	0	-0.5	-13	6	7
- O=C(N/N=C/c1cc([N+](=O)[O-])ccc1O)c1cccc2ccccc12
  3	12	0	-6	-3	-1	-0.1	-2	-8	0

Record cards (already shown):
Record of O=C(Nc1ccc(C2SCCS2)cc1)c1ccccc1 → ADAM17 inh = -1; ARFGAP1 inh = 10; PLC-gamma1 inh = 1; Tn7 DDE FP = -5; MBD2 DNA inh = 4; UHRF1 MBD2 ctr = 3; proKLK7 act = 1.0; PLCb3 inh = -12; Tn6 DDE FP = -5; ASAP1 inh = -1
Record of O=C1c2ccccc2S(=O)(=O)c2cc(C(=O)N3CCC(C(=O)N4CCCCC4)CC3)ccc21 → ADAM17 inh = 0; ARFGAP1 inh = -7; PLC-gamma1 inh = 1; Tn7 DDE FP = 2; MBD2 DNA inh = 5; UHRF1 MBD2 ctr = 3; proKLK7 act = 0.0; PLCb3 inh = -1; Tn6 DDE FP = -9; ASAP1 inh = -6

Continued:
Each structure is followed by: ADAM17 inh	ARFGAP1 inh	PLC-gamma1 inh	Tn7 DDE FP	MBD2 DNA inh	UHRF1 MBD2 ctr	proKLK7 act	PLCb3 inh	Tn6 DDE FP	ASAP1 inh
- CCc1ccc(OCCCC(=O)Nc2ccc(N3CCCCC3)cc2)cc1
  -1	5	3	11	2	-3	-1.2	-1	1	-6
- CCn1cc([N+](=O)[O-])c(C(=O)N2N=C(c3ccc(Cl)c(Cl)c3)CC2c2ccccc2O)n1 (configuration not stated)
  5	2	-2	1	8	7	0.1	-2	-6	1
- CC(C)NC(=O)N(C)C[C@H]1Oc2c(NC(=O)Nc3ccccc3)cccc2C(=O)N([C@H](C)CO)C[C@@H]1C
  2	2	-2	4	1	-2	1.1	0	6	-7
- CC1CC(C)CN(CCCNC(=O)Cc2c(C(=O)O)n(C)c3ccccc23)C1 (configuration not stated)
  -4	7	-1	0	0	-2	-0.1	1	-4	6
- O=C(CSc1nc(N2CCOCC2)nc(N2CCOCC2)n1)Nc1ccc(Cl)cc1Cl
  -4	-7	1	2	4	0	-0.2	-2	-5	-2
- CN1CCc2c(sc(NC(=O)c3ccc(S(=O)(=O)N4CCc5ccccc54)cc3)c2C(N)=O)C1
  -5	7	-83	-2	-2	4	-58	-121	-1	18
- Cc1ccc(NC(=O)C2C(c3ccccc3)C2(Cl)Cl)c(C)c1 (configuration not stated)
  6	6	5	-9	-4	-1	0.4	3	-1	5
- C=CCN(c1ccccc1OC)S(=O)(=O)c1cccc(C(=O)Nc2nnc(C3CC3)s2)c1
  -5	-3	-6	4	-4	1	0.3	-13	-8	6
- Cc1ccccc1OCC(=O)Nc1ccc2c(c1)C(=O)N(CCC(=O)O)C2=O
  -5	-9	-7	1	2	1	-0.5	-15	1	8
- CCCCN(C(=O)c1c(C)[nH]c(C(=O)OCC)c1C)c1ccccc1
  0	1	4	-6	-6	0	-0.3	3	2	-4
- CCCNc1c(NC(=O)c2cccs2)c(=O)oc2ccccc12
  -6	-1	-2	3	4	3	-0.3	-4	6	-8
- O=c1[nH]c(SCCOc2cccc3ccccc23)nc2ccccc12
  3	-4	0	-8	5	0	-0.5	0	3	-4
- CN(C)c1ccc(C2C3C(=O)NC(=O)C3ON2c2ccc(Cl)cc2)cc1 (configuration not stated)
  -1	5	0	-5	-2	0	1.2	-2	0	3
- Cc1ccc(/C=N/NC(=O)NN(C)c2ncc(C(F)(F)F)cc2Cl)cc1
  -3	-3	-2	2	0	-1	-0.5	-6	5	-5
- CCc1ccc(OCC(=O)Nc2ccc3c(c2)COC3=O)cc1
  -3	16	1	-2	-2	0	0.4	2	-1	0
- Cc1cc(C)n(S(=O)(=O)c2ccc(C(C)(C)C)cc2)n1
  -6	-6	1	5	1	1	0.7	0	3	-12
- CCN(CC)S(=O)(=O)c1ccc(O)c(C(=O)OCC(=O)N2CCCc3ccccc32)c1
  -20	3	-6	-5	2	-1	-1.0	-3	2	-7
- CSc1ccc(CNC(=O)C2(C)CCCN(C(C)=O)C2)cc1 (configuration not stated)
  3	4	4	-13	-4	1	-0.1	11*	-6	-5
- COCCCN1C2=C(C(=O)CC(C)(C)C2)C(c2ccc(O)c(OC)c2)C2=C1CC(C)(C)CC2=O
  0	-8	-5	0	-1	1	0.4	-10	5	-3
- COC(=O)c1ccccc1NC(=O)CSc1nccn1C
  -1	-8	5	-3	-1	1	0.0	2	6	-14
- Cn1nc(C(F)(F)F)c2cc(C(=O)Nc3ccc(F)cc3F)sc21
  -2	-2	2	7	1	2	-9.8	3	-6	-8
- COc1ccc(OCCOC(=O)c2cc(S(=O)(=O)N3CCOCC3)c(Cl)cc2Cl)cc1
  8	12	7	-3	2	-1	0.5	0	-4	-1
- N#C/C(=C(/O)CN1CCN(c2ccccc2F)CC1)c1nc(-c2ccccc2)cs1
  6	-8	-2	7	-5	-8	0.4	-3	-25	-1
- CCNc1nc(NCC)nc(SCC(C)=O)n1
  -3	-4	-8	-1	3	2	-0.3	3	-2	-12
- CC(C)C[C@@H]1NC(=O)[C@@H]2CSCCS(=O)(=O)N2C1=O
  -4	-5	2	4	1	-4	-0.6	6	-5	16
- CC1(C)Cc2c(sc(NC(=O)c3ccc(C(=O)c4ccccc4)cc3)c2C(N)=O)C(C)(C)N1
  2	14	-253	-5	5	3	-95	-383	-5	6
- CSc1sc(C(=O)N(C)C)c2c1S(=O)(=O)N(C)c1ccccc1-2
  -5	10	2	-6	-2	-2	-0.1	-3	-2	-9
